Assay outcomes from PubChem BioAssay.
Diaph inh CS = inhibits diaphorase or chemically oxidizes, flagging diaphorase assay artifacts; diaphorase resazurin-to-resorufin fluorescence, NADH, 16 min; bacterial (C. kluyveri) enzyme, not human; inhibition, % at 20 µM; hit rate 0.69% among 190,000; AID 1217;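 active means primary screen inhibition at 20 µM above a set limit, cut at about 50% in these data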;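 further: plate controls were DMSO with full reaction for no effect and wells lacking NADH for full effect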
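Test system: bacterial diaphorase enzyme (C. kluyveri); Quantity: 0.14 U/mL diaphorase, enzyme working solution; Times: reaction incubation of 16 min at room temperature; Measured by: fluorescence of resorufin formed from resazurin, Ex 544/Em 590 nm; Benchmarks: positive control minus NADH, DMSO neutral control.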
PPARg SRC1 recr = promotes SRC-1 coactivator recruitment by human PPARgamma | P37231 | PPARgamma-SRC-1 coactivator recruitment biochemical assay | activation, % at 8 µM | hit rate 0.41% among 200,000 | AID 631; in the data active means activation above about 19%;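 further: 0% = DMSO and 100% = reference agonist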
Target sequence (P37231 whole entry, looked up): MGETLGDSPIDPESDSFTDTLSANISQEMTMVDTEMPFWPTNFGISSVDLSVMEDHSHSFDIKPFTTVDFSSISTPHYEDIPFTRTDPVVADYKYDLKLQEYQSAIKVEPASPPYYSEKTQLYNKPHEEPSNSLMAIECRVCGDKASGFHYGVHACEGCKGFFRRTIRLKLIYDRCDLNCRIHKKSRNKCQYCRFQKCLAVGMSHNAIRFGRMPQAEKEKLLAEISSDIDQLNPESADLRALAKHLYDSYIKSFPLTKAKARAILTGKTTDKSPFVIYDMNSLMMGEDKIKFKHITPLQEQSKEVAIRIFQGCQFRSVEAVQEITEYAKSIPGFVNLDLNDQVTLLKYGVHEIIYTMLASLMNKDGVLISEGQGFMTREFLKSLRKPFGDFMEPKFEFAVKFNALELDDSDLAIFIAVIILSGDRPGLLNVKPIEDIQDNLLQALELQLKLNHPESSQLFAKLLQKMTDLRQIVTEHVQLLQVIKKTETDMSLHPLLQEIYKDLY
ROMK mod = human ROMK K+ channel modulation, primary screen | hit rate 2% among 130,000 | AID 1918 | B-score at 10 µM | Tet-inducible ROMK, thallium flux fluorescence; actives lie on both sides | P48048;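 active means signal ratio slope over the read window, or its plate-corrected B-score, at least 3 SD from the plate mean, either direction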;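 further: B-score of the F/F0 ratio slope over 7 to 12 s after thallium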
PPARg SRC2 recr = PPARgamma-driven SRC-2 recruitment agonism | P37231 | PPARgamma LBD-SRC-2 recruitment, biochemical | activation, % at 8 µM | hit rate 0.34% among 200,000; in the data active means activation above about 22%;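 further: 0% = vehicle and 100% = reference agonist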
Diaphorase act = activates diaphorase or chemically reduces, flagging diaphorase assay artifacts; Diaphorase/resazurin coupled assay, resorufin fluorescence, 16 min; active compounds read high; 1 = vehicle wells, 0 = NADH-free wells; activation factor at 20 µM; hit rate 0.005% among 190,000; AID 1229;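 active means diaphorase activity raised at least twofold by the compound at 20 µM; inactive means activation factor below 2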
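Material: purified diaphorase enzyme from Clostridium kluyveri; Also added: 0.114 mM NADH and 0.1 mM resazurin, final amounts; Doses: single compound dose of 20 µM, 1% DMSO final; Times: 16 min enzyme reaction, ambient temperature; Detection: resorufin fluorescence, excitation 544 nm, emission 590 nm; Measure: increased resorufin signal from activators or reducing compounds.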
PMI act = phosphomannose isomerase (human) activation | P34949 | purified human PMI, coupled resazurin fluorescence, 20 min; active compounds read high; 1 = vehicle control, 0 substrate-free wells | activation factor at 20 µM | hit rate 0.005% among 190,000;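 active means activation factor of 2 or more at 20 µM, relative to plate controls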
PPARg SRC3 recr = PPARgamma-driven SRC-3 recruitment agonism; biochemical PPARgamma/SRC-3 coactivator recruitment assay; activation, % at 8 µM; hit rate 0.26% among 200,000; AID 731; in the data active means activation above about 23%;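 further: 0% = DMSO and 100% = reference agonist; some compounds past the cut are filed as inactive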
PMI act satM6P = activators of human phosphomannose isomerase at near-saturating mannose 6-phosphate | coupled PMI enzyme assay, resazurin fluorescence, 20 min; active compounds read high; 1 = untreated enzyme, 0 = substrate-free blank | hit rate 0.34% among 190,000 | P34949 | activation factor at 20 µM;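 active means activation factor of 2 or more at 20 µM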
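assay system = human phosphomannose isomerase with PGI, G6PDH, diaphorase coupling enzymes | quantity = 15 ng/mL PMI | incubation = enzyme reaction with compound 20 min at room temperature | medium = HEPES pH 7.4 buffer with MgCl2 and Tween-20 | compound dosing = one concentration, 20 µM, in 1% DMSO | measured by = Diaphorase-driven resazurin-to-resorufin fluorescence, excitation 544, emission 590 nm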
S1P3 antag = S1P3 (human) receptor antagonism. Q99500. CHO S1P3 NFAT-BLA reporter, FRET fluorescence, antagonist mode. inhibition, % at 4.98 µM. hit rate 0.27% among 170,000;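 active means inhibition above the plate cutoff, the mean inhibition of test wells on that plate plus 3 SD, cut at about 28% in these data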;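 further: cells challenged with S1P at its EC80 of 0.8 µM; blue over green emission ratio from cleaved BLA substrate after 4 h stimulation; 0% = S1P-stimulated wells and 100% = unstimulated DMSO-only wells; some compounds past the cut are filed as inactive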
Target sequence (Q99500 whole entry, looked up): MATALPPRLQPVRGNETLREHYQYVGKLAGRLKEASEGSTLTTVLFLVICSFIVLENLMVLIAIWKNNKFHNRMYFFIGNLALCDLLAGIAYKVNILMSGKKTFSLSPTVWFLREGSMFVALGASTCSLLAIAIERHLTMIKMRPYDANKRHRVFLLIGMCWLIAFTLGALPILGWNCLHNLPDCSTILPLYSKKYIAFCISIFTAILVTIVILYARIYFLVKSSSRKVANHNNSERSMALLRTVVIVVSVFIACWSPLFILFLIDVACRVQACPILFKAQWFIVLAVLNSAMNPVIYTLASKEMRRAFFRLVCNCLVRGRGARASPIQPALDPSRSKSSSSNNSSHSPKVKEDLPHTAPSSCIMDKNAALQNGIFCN
SRC2 TRFRET art = counter-screen for PPARgamma SRC-2 recruitment agonists: TR-FRET artefact. AID 1049. hit rate 0.4% among 200,000. active compounds read high. TR-FRET ratio at 8 µM; in the data active means TR-FRET ratio above about 2000; further: inactives centre near 1500
G6PDH CS = L. mesenteroides G6PDH inhibition counter-screen | hit rate 0.12% among 200,000 | AID 1020 | inhibition, % at 5 µM | Purified L. mesenteroides G6PDH, diaphorase/resazurin coupled fluorescence, 45 min; in the data active means inhibition above about 50%
* = called active by the depositor; . = not tested or not shown.

Fields – PPARg SRC2 recr	Diaphorase act	PPARg SRC3 recr	ROMK mod	PMI act satM6P	PPARg SRC1 recr	G6PDH CS	PMI act	S1P3 antag	Diaph inh CS	SRC2 TRFRET art
- CCOc1ccc(N2C(=O)/C(=C/c3cccs3)N(C)C2=S)cc1
  -6	0.9	0	.	1	6	12	1.1	2	10	1404
- Cc1ccc(F)cc1NC(=O)c1c(-c2ccccc2)noc1C
  5	0.8	4	.	1	4	0	0.9	2	19	1731
- COc1cccc(C2c3[nH]c4ccccc4c3CCN2CCCn2cccn2)c1 (centres undefined)
  1	0.8	4	.	1	8	-1	1	19	18	1526
- CCOc1ccc(C2C(C(=O)/C=C/c3ccco3)=C(O)C(=O)N2CCN2CCOCC2)cc1OC (centres undefined)
  5	0.8	3	-0.028	0.7	13	18	1.3	-11	20	1550
- c1ccc(CNCc2ccc3c(c2)OCO3)nc1
  6	0.8	-6	.	1	4	2	1	.	15	1662
- COc1ccccc1/C=N/NC(=O)CN(C1=NS(=O)(=O)c2ccccc21)c1ccccc1
  -12	1	2	-0.03	1.1	7	7	1	-1	5	1563
- CC(C)OP(C)(=O)CN1CCN(CP(C)(=O)OC(C)C)CC1 (centres undefined)
  1	0.8	3	0.58	1.1	-1	9	1.2	-11	15	1427
- CC(O)Cn1ccccc1=N (centres undefined)
  1	0.9	6	-0.22	0.9	2	5	1	.	11	1591
- COc1ccc(-n2nnc3c(SCC(=O)NCC4CCCO4)ncnc32)cc1 (centres undefined)
  -6	0.8	-6	-1	1	-1	-6	1	14	20	1419
- CCOC(=O)CSc1ccc(C(=O)Nc2ccc(Cl)cc2)cn1
  8	0.8	1	0.98	0.9	11	-7	1	-14	16	1666
- C=CS(=O)c1sc(Cl)c(N2CCOCC2)c1[N+](=O)[O-] (centres undefined)
  0	0.9	0	-1.7	1.5	1	1	1.2	-12	7	1415
- Cc1ccc(-n2c(SCC(=O)c3c(N)n(C)c(=O)n(C)c3=O)nc3sc4c(c3c2=O)CCCC4)c(C)c1
  11	0.9	1	0.34	0.9	16	-5	1	-9	14	1908
- CCc1ccc(NC(=O)COC(=O)CN2C(=O)COc3ccccc32)cc1
  6	1.1	12	-0.32	1.1	4	8	1	.	-6	1651
- COC(=O)c1ccc(N2Cc3ccccc3/C2=N\C(=O)Nc2ccccc2)cc1
  6	1	-1	.	1.1	-2	-24	0.9	-11	0	1614
- Cc1cc(Cl)ccc1OCC(=O)n1cc(C(=O)c2cc(Cl)ccc2O)cn1
  9	0.9	0	0.44	1	-1	4	1	2	9	1547

Already shown: an excerpt of the list.
Fields – PPARg SRC2 recr	Diaphorase act	PPARg SRC3 recr	ROMK mod	PMI act satM6P	PPARg SRC1 recr	G6PDH CS	PMI act	S1P3 antag	Diaph inh CS	SRC2 TRFRET art
- COC(=O)c1ccc(N2Cc3ccccc3/C2=N\C(=O)Nc2ccccc2)cc1
  6	1	-1	.	1.1	-2	-24	0.9	-11	0	1614
- Cc1cc(Cl)ccc1OCC(=O)n1cc(C(=O)c2cc(Cl)ccc2O)cn1
  9	0.9	0	0.44	1	-1	4	1	2	9	1547

The results go on:
Fields – PPARg SRC2 recr	Diaphorase act	PPARg SRC3 recr	ROMK mod	PMI act satM6P	PPARg SRC1 recr	G6PDH CS	PMI act	S1P3 antag	Diaph inh CS	SRC2 TRFRET art
- O=C(NC1CCCCC1)c1ccccc1-c1ccccc1
  -7	0.9	2	.	0.9	-4	19	0.9	-3	15	1249
- CC1=Nn2c(nnc2-c2ccccc2F)SC1
  3	0.9	10	.	1	2	3	0.9	19	14	1524
- O=C(CCC(=O)NNC(=O)Cc1ccccc1)NCc1ccccc1
  -9	1	-2	-0.43	1.1	0	7	1	-8	0	1454
- Cc1nnc(Nc2ccc(O)cc2)[nH]c1=O
  5	0.7	4	0.45	0.6	4	12	0.8	15	28	1720
- COc1cccc(C(=O)NNC(=O)Cc2ccc([N+](=O)[O-])cc2)c1
  5	1	6	.	1.1	-2	-12	0.9	-13	0	1598
- Cn1c(SCC(=O)N2c3ccccc3CCc3ccccc32)nnc1-c1ccc(O)cc1
  -4	0.8	-5	-0.017	1.1	1	5	1	3	16	1514
- C=CCN1C(=O)CN=C1Nc1cccc(C)c1
  2	0.8	2	0.0037	1.2	8	-4	1.1	.	16	1655
- CCN(Cc1ccncc1)C(=O)c1cccc(S(=O)(=O)N2CCOCC2)c1
  -1	1	-4	.	1.1	0	11	1.1	.	0	1506
- COc1ccc(N2CCC(CNS(=O)(=O)c3cccc(C(F)(F)F)c3)C2)cc1 (centres undefined)
  7	0.6	9	.	0.4	1	-15	0.3	-11	41	1791
- O=C(COC(=O)c1ccncc1)c1ccc(Cl)c(Cl)c1
  8	.	1	-0.71	.	12	10	.	-5	.	1539
- O=C(Nc1nc(-c2cccnc2)cs1)c1ccccc1[N+](=O)[O-]
  -1	1	3	.	1	-3	5	1	-11	-3	1682
- CC1=C2C(CCS2(=O)=O)CC2(C1)C(=O)OC(C)(C)OC2=O (centres undefined)
  0	0.9	1	.	1	2	7	1.1	-30	8	1576
- Cc1cc(Nc2ccc(Cl)cc2)n2nnnc2n1
  3	0.9	-3	.	0.9	-4	3	0.9	4	14	1569
- COc1nc(Nc2ccc(OC)c(Cl)c2)nc(OC)n1
  16	0.9	1	-1.3	0.9	5	-27	0.9	-5	6	1531
- CCCCCCn1c(=O)c(-c2ccccc2)c(O)c2ccccc21
  10	0.7	-2	0.027	0.9	-1	-1	0.9	.	32	1454

One compound at a time (already shown).
O=C(COC(=O)c1ccncc1)c1ccc(Cl)c(Cl)c1 across the screens: PPARg SRC2 recr = 8; Diaphorase act = .; PPARg SRC3 recr = 1; ROMK mod = -0.71; PMI act satM6P = .; PPARg SRC1 recr = 12; G6PDH CS = 10; PMI act = .; S1P3 antag = -5; Diaph inh CS = .; SRC2 TRFRET art = 1539
CCCCCCn1c(=O)c(-c2ccccc2)c(O)c2ccccc21 across the screens: PPARg SRC2 recr = 10; Diaphorase act = 0.7; PPARg SRC3 recr = -2; ROMK mod = 0.027; PMI act satM6P = 0.9; PPARg SRC1 recr = -1; G6PDH CS = -1; PMI act = 0.9; S1P3 antag = .; Diaph inh CS = 32; SRC2 TRFRET art = 1454

The list continues:
Fields – PPARg SRC2 recr	Diaphorase act	PPARg SRC3 recr	ROMK mod	PMI act satM6P	PPARg SRC1 recr	G6PDH CS	PMI act	S1P3 antag	Diaph inh CS	SRC2 TRFRET art
- C#Cc1ccc([C@H]2C=C(C(=O)OCC=C)O[C@@H](OCC)[C@@H]2CCCO)cc1
  -5	0.9	0	.	1	4	5	1	-5	10	1621
- CN=C1S/C(=C\c2ccc(Sc3ccc(Cl)cc3)o2)C(=O)N1C
  -2	0.9	3	.	1	11	4	1	.	6	1588
- CC(OC(=O)c1ccc(Cl)c(S(=O)(=O)N2CCc3ccccc32)c1)C(=O)Nc1ncc(Cl)cc1Cl (centres undefined)
  0	0.8	-7	.	0.8	5	3	0.7	13	24	1463
- O=C(CSc1nc(-c2ccccc2)cs1)Nc1nccs1
  -5	1	-1	0.25	1.2	8	-2	1.1	-14	3	1756
- COc1ccc(Cc2nnc(SCC(=O)c3ccc(OC)cc3)o2)cc1
  1	0.9	4	.	1	2	-19	0.9	-13	12	1653
- COc1ccc(CNC(=O)COc2ccc([N+](=O)[O-])cc2)cc1
  0	1	7	-0.024	1	2	5	1	.	2	1541
- CCOC(=O)c1c(C)[nH]c(C=Nc2ccccc2)c1O
  11	0.7	-2	.	1.6	7	2	1.3	-4	28	1580
- CCC(=O)Nc1ccc(SC#N)cc1C
  -2	0.9	-4	-2.4	1	6	2	0.9	.	14	1457
- Cc1cccc(NC(=O)C(=O)NCCc2c[nH]c3ccccc23)c1C
  8	0.8	-1	0.79	0.9	-3	7	0.9	-10	20	1587
- Cc1nnc(SC(C)C(=O)Nc2ccc(S(=O)(=O)N3CCCCCC3)cc2)s1 (centres undefined)
  -8	0.8	-3	-0.66	1	-3	4	0.9	12	19	1332
- COc1ccc(O)c(C2=Nc3ccccc3N=C(c3cccs3)C2)c1
  -1	0.9	1	0.069	0.9	-1	5	0.8	8	12	1440
- C/C(Cn1cnc([N+](=O)[O-])n1)=N\NC(=O)c1ccc(O)cc1O
  2	0.9	7	.	0.8	5	19	0.8	-5	6	1707
- Cc1cc(=O)[nH]c(SCC(=O)N2CCC(Cc3ccccc3)CC2)n1
  -2	0.9	2	-0.54	0.9	6	5	1	-30	10	1745
- CCOC(=O)N1CCN(Cc2nc(-c3cccc(Cl)c3)no2)CC1
  -3	0.8	0	0.23	0.9	-4	12	0.5	-2	21	1288
- O=C(CSCc1ccc([N+](=O)[O-])cc1)Nc1ccc(S(=O)(=O)N2CCCCCC2)cc1
  2	0.8	4	.	0.9	-1	-8	0.8	6	23	1631
- C=CCN(C(=O)CCC(=O)O)C1CC(=O)N(c2ccc(OC)cc2)C1=O (centres undefined)
  4	0.8	-6	-0.12	0.9	8	27	0.9	.	17	1540
- Cc1ccc(OCCCC(=O)N2CCOCC2)cc1
  10	0.9	1	.	1	-1	-4	1	.	8	1513
- O=C(CCSCCC(=O)NCc1cccs1)NCc1cccs1
  -3	0.9	-2	.	0.9	3	4	1	0	14	1471
